Screening data as filed in PubChem.
KCNQ2 inh – KCNQ2 potassium channel inhibitors, primary screen, cell-based, CHO-K1, FluxOR thallium flux, B-score (AID 2156); 20 min; stronger effect = lower value; O88943; actives 1.1% (n = 310,000); B-score at 10 µM;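 active = fluorescence ratio B-score at most minus 3 library SDs, with starting brightness B-score within 2 library SDs, cut at about -5.5 in these data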
Target sequence (O88943 whole entry, looked up): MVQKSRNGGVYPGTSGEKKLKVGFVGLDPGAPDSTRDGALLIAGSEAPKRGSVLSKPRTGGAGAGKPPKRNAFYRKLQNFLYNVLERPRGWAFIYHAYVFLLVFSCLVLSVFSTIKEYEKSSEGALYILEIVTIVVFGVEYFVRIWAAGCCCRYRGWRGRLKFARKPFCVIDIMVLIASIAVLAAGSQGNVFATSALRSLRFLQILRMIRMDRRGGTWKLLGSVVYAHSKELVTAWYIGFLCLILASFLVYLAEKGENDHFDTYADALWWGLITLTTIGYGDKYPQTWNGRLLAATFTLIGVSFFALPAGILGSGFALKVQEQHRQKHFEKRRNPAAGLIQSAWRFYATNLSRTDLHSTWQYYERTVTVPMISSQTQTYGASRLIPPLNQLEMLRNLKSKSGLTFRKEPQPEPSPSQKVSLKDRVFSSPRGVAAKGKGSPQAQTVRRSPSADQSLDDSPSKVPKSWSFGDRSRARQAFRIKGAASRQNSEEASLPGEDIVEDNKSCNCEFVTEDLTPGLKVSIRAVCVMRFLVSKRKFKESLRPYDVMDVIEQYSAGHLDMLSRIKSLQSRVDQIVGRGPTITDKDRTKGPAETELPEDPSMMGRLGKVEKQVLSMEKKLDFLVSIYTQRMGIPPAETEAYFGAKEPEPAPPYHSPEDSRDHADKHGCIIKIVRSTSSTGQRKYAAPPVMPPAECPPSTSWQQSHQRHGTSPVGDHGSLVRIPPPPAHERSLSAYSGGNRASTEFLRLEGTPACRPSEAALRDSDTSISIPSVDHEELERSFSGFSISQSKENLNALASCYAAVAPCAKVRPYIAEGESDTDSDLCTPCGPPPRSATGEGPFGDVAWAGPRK
CHT inh – inhibits the human high affinity choline transporter; CHT-expressing cells, membrane potential dye, choline response; stronger effect = lower value; B-score at 10 µM; actives 0.86% (n = 310,000);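 active = B-score over 3 SD under the library average, and starting fluorescence ratio not unusually high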;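 also: choline stimulus applied at its EC90 after an EC20 pre-addition; B-score computed on integrated fluorescence ratio after choline addition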
An asterisk follows results filed as active; i = inactive; nt = not tested or not shown. Compounds as they come; any-hit rate near 1.9%.

Sample of the layout (3 entries):
Each structure is followed by: CHT inh | KCNQ2 inh
- O=C(O)c1ccccc1C(=O)N1CCc2c([nH]c3ccccc23)C1C(F)(F)F (stereo unspecified)
    i | i
- Cc1ccc(S(=O)(=O)NC2=C(N3CCN(c4ccccc4F)CC3)C(=O)c3ccccc3C2=O)cc1
    i | i
- CC(C)/C=C1\CCc2c([nH]c3ccccc23)C1=O
    i | i

This part in full, from the start:
Each structure is followed by: CHT inh | KCNQ2 inh
- O=C(O)c1ccccc1C(=O)N1CCc2c([nH]c3ccccc23)C1C(F)(F)F (stereo unspecified)
    i | i
- Cc1ccc(S(=O)(=O)NC2=C(N3CCN(c4ccccc4F)CC3)C(=O)c3ccccc3C2=O)cc1
    i | i
- CC(C)/C=C1\CCc2c([nH]c3ccccc23)C1=O
    i | i
- COC(=O)c1cccc(-n2[nH]nnc2=S)c1
    i | i
- CN1CC(=O)N2C(c3ccc(Cl)cc3)c3[nH]c4ccccc4c3C[C@H]2C1=O (stereo partly specified)
    i | i
- Cc1ccc(-c2nc3ccccn3c2NCc2ccc3c(c2)OCO3)cc1
    i | i
- CCC(Sc1nc2n[nH]c(C)c2c(=N)n1-c1cccc(Cl)c1C)C(=O)N(CC)CC (stereo unspecified)
    i | i
- CCCCOC(=O)c1ccc(NC(=O)c2nn(C)cc2Br)cc1
    i | i
- CC(C)CCN1C(Nc2ccccc2)=NC[C@@H]1Cc1ccccc1
    i | i
- O=C(CSc1cccc[n+]1[O-])c1cc(Cl)ccc1Cl
    i | i
- Cc1ccc2c(c1)c(-c1ccccc1)nc1nncn12
    i | i
- O=C(c1ccco1)N1CCN(C(=O)C2CC(c3ccccc3F)=NO2)CC1 (stereo unspecified)
    i | i
- Cc1cc(NC(=O)c2cc3n(n2)C(C(F)(F)F)CC(c2ccco2)N3)no1 (stereo unspecified)
    i | i
- Cc1cc(/C=N/NC(=O)c2nn(C)cc2Cl)c(C)n1-c1cccc(Br)c1
    i | i
- COc1cccc(CNC(=O)c2ccc(C)c(S(=O)(=O)N3CCOCC3)c2)c1
    i | i
- COC(=O)c1[nH]c2cc(OC)ccc2c1NC(=O)c1ccc2c(c1)OCO2
    i | i
- CCN(C(=O)CSc1nncn1-c1ccccc1)c1c(N)n(Cc2ccccc2)c(=O)[nH]c1=O
    i | i
- COc1cc(OC)cc(-c2n[nH]c(=S)n2-c2ccc3c(c2)OCCO3)c1
    i | i
- FC(F)Oc1ccc(-n2cc(-c3ccc(Cl)cc3)[n+]3c2CCCCC3)cc1
    i | i
- COc1ccc(CCN(C)C(=O)c2c(C)nn(-c3ccccc3)c2C)cc1OC
    i | i
- Cc1nc2nc(-c3ccccc3)[nH]n2c(=O)c1Cc1ccccc1
    i | nt
- CCC(O)CC(C(=O)NNc1ccccc1)C(=O)NNc1ccccc1 (stereo unspecified)
    i | i
- CC(C)(C)C(=O)Nc1sc2c(c1C#N)CCCCC2
    i | i
- O=C(N/N=C/c1ccc(Cl)cc1Cl)c1ccc2nc[nH]c2c1
    i | i
- O=C(CCNc1n[nH]c(=O)[nH]c1=O)N/N=C/c1ccc(C(F)(F)F)cc1
    i | i
- CCOC(=O)c1ccccc1NC(=O)C(C)Oc1ccccc1 (stereo unspecified)
    i | i
- C#CCOCCOCCOCCNc1nc(N2CCN(C(=O)CCCCCCCCCCNC(=O)Cn3cc(CCCCCN)nn3)CC2)nc(N2CCN(C(=O)CCCCCCCCCCNC(=O)[C@@H](CCC(=O)O)n3cc(CCCCCN)nn3)CC2)n1
    i | nt
- CCS(=O)(=O)NCC(c1cccnc1)N1CCN(c2ccc(F)cc2)CC1 (stereo unspecified)
    i | i
- CC(C)NC(=O)c1ccccc1NS(=O)(=O)c1ccc(Br)s1
    nt | i
- C=C1[C@@H](C)C2[C@H](Cc3ccccc3)NC(=O)[C@]23OC(=O)CC[C@H](O)CCC[C@H](C)C/C=C/[C@H]3[C@@H]1O (stereo partly specified)
    nt | i
- Cc1ccc(C)c(NC(=O)C2CCN(C(=O)c3cccs3)CC2)c1
    i | i
- CC(C)N(Cc1ccccc1)C(=S)Nc1ccc(F)cc1
    i | i
- COCC(=O)Nc1cc(C)cn(Cc2ccc(F)cc2)c1=O
    i | i
- O=[N+]([O-])c1ccc(C(=S)N2CCC(Cc3ccccc3)CC2)cc1
    i | i
- COc1cccc(N2CCN(C3CC(=O)N(c4cccc(Cl)c4)C3=O)CC2)c1 (stereo unspecified)
    i | i
- Cc1ccc(NC(=O)c2sc3ccccc3c2Cl)nc1
    i | i
- CC(C)CC(OC(=O)c1cccs1)C(=O)NCc1cccs1 (stereo unspecified)
    i | i
- OCCN(Cc1ccccc1)Cc1nc(CC2CC2)no1
    i | i
- CNC(C)c1ccc(S(N)(=O)=O)cc1 (stereo unspecified)
    i | i
- O=C(N=Nc1c(O)[nH]c2ccccc12)c1ccc2c(c1)OCO2
    i | i

Single records (already shown). Order of values: CHT inh | KCNQ2 inh
`Cc1ccc(C)c(NC(=O)C2CCN(C(=O)c3cccs3)CC2)c1` is listed with i | i
`O=C(N=Nc1c(O)[nH]c2ccccc12)c1ccc2c(c1)OCO2` is listed with i | i

Following part:
Each structure is followed by: CHT inh | KCNQ2 inh
- N#Cc1ccc(C(=O)Nc2nc(-c3cccs3)c(C(=O)C(F)(F)F)s2)cc1
    i | i
- CN(C)S(=O)(=O)c1ccc(Cl)c(NC(=O)COC(=O)c2ccc(O)cc2)c1
    i | i
- Cc1c(-c2ccccc2)c(=O)oc2cc(O)ccc12
    i | i
- COc1ccccc1N1CCN(C(=O)C(C)N(c2ccc(C)c(C)c2)S(C)(=O)=O)CC1 (stereo unspecified)
    i | i
- Cn1c(=O)oc2cc(S(=O)(=O)N3CCN(c4ccccc4)CC3)ccc21
    i | i
- Cc1cc(/C=C\c2ccccc2)nc2ccccc12
    i | i
- O=C(C1CC12CCCC2)N1CCC(CO)(Cc2ccccc2Cl)CC1 (stereo unspecified)
    i | i
- CN(CC(=O)Nc1cccc(S(=O)(=O)NC2=NCCCCC2)c1)Cc1ccc(C(C)(C)C)cc1
    i | i
- CC(C)(C)c1ccc(/C=C/C(=O)N2CCOCC2)cc1
    i | i
- CCCSC1=C(C#N)C(c2cc(OC)ccc2OC)CC(=O)N1 (stereo unspecified)
    i | i
- CC1Cc2ccccc2N1C(=O)CNCCCN(C)C (stereo unspecified)
    i | i
- CC(=O)N1c2ccc(S(=O)(=O)N3CCC(C(=O)NCc4ccc(F)cc4)CC3)cc2CC1C (stereo unspecified)
    i | i
- C/C(CC(=O)Nc1ccccn1)=N\NC(=O)C(=O)Nc1cccc(Cl)c1C
    i | i
- C=C(C)[C@@H]1CC[C@]2(C(=O)O)CC[C@]3(C)[C@H](CC[C@@H]4[C@@]5(C)CC[C@H](O)C(C)(C)[C@@H]5CC[C@]43C)[C@@H]12
    i | i
- Cc1cc(Cl)c2ccc(Cl)cc2n1
    i | i
- COC(OC)c1nc(SCC(=O)Nc2cccc(Cl)c2)ncc1C(=O)O
    i | i
- Cc1cc(C)n2nc(SC(C)C(=O)NCc3ccco3)nc2n1 (stereo unspecified)
    i | i
- Nc1ccc(-c2ncc(-c3ccccc3)o2)cc1
    i | i
- Cc1nn(Cc2ccc(Cl)cc2Cl)c(C)c1NC(=O)CCl
    i | i
- CCOC(=O)C1CCCN(C(=O)c2ccc3c(c2)N(C)C(=O)/C(=C/c2ccccc2Cl)S3)C1 (stereo unspecified)
    i | i
- COc1ccc2c(c1)O/C(=C\c1ccccc1C)C2=O
    i | i
- COc1ccc(NC2CCCN(C(=O)c3ccc(CSC)o3)C2)cc1OC (stereo unspecified)
    i | i
- COc1ccc(-n2nc3c(N4CCC(C(=O)NCCc5ccccc5C)CC4)nnc(C)c3c2C)cc1
    i | i
- Cc1ccc(NC(=O)NC2CC(=O)N(c3ccc4c(c3)OCCO4)C2)cc1C (stereo unspecified)
    i | i
- O=C(Nc1c(C(=O)NCc2ccco2)cnn1-c1ccccc1)c1ccc(F)cc1
    i | i
- Cc1nc2cc(NC(=O)c3ccc(Cl)cc3)ccc2n1C
    i | i
- O/N=C(\c1ccccn1)C1CC1c1ccccc1 (stereo unspecified)
    i | i
- Cc1ccc(C(C(=O)Nc2ccc3c(c2)OCO3)N(C)C(=O)Cc2c[nH]c3ccccc23)cc1 (stereo unspecified)
    i | i
- O=C(NC1CCCC1)c1cc(=O)[nH]c2ccccc12
    i | i
- COc1ccc(C(=O)Nc2nnc(SCC(=O)NCC3CCCO3)s2)cc1OC (stereo unspecified)
    i | i
- COc1ccc(-c2csc3ncnc(Nc4ccc(O)cc4)c23)cc1
    i | i
- CCOC(=O)c1cc(S(=O)(=O)N(C)Cc2ccccc2)cn1C
    i | i
- O=C(Nc1ccc2c(c1)OCO2)c1ccc(S(=O)(=O)NCC2CCCO2)cc1 (stereo unspecified)
    i | i
- CCOC(=O)C1(CCc2ccccc2)CCN(C(=O)C2=C(C)OCCO2)CC1
    i | i
- O=C(NC(=S)N1CCN(c2ccc([N+](=O)[O-])cc2)CC1)c1ccccc1F
    i | i
- O=C(Nc1ccccc1)O/N=C/c1ccccc1Cl
    i | i
- C1=C(c2ccccc2)Nc2ccccc2N=C1c1ccccc1
    i | i
- CC(C)[C@@H](NC(=O)C1CCN(C(=O)[C@@H]2CCCN2C(=O)OC(C)(C)C)CC1)C(=O)NCc1ccc(F)cc1
    i | i
- COc1ccc(Cn2c(=O)c3cccnc3n(Cc3ccc([N+](=O)[O-])cc3)c2=O)cc1
    i | i
- O=C(COc1ccc2ccccc2c1)N1CCN(C(=O)c2cccs2)CC1
    i | i
- CCOC(=O)C1=C(COc2ccc(C)cc2)NC(=O)NC1c1cc(C)ccc1C (stereo unspecified)
    i | i
- O=C(CN1C(=O)NC2(CCCCC2)C1=O)Nc1ccccc1Cl
    i | i
- CCc1ccc(NC(=O)CN2C(=O)COc3ccc(S(=O)(=O)N4CCCC4)cc32)cc1
    i | i
- N#Cc1ccc(NC(=O)Nc2ccc(Oc3ccc(NC(=O)Nc4ccc(C#N)cc4)cc3)cc2)cc1
    i | i
- CCc1nc2ccccc2c(=O)n1NC(=O)c1c(O)c2ccccc2[nH]c1=O
    i | i
- Cc1ccccc1NC(=S)N/N=C/c1ccc(O)cc1O
    i | i
- COc1ccc(CC(=O)Nc2c3c(nn2C(C)(C)C)CS(=O)(=O)C3)cc1OC
    i | i
- CCCc1cc(=O)[nH]c(SCC(=O)NC2CCCc3ccccc32)n1 (stereo unspecified)
    i | i
- CC(C)(Oc1ccc(Cl)cc1)C(=O)OCC(=O)NCCc1ccccc1
    i | i
- Cc1cc(=O)[nH]c(N2CCCC2)n1
    i | i

(cont.)
Each structure is followed by: CHT inh | KCNQ2 inh
- COc1ccc(C2=NOC(C)(c3nnc(-c4ccc(Cl)cc4)o3)C2)cc1 (stereo unspecified)
    i | i
- CCOC(=O)N1CC=C2C(C#N)=C(N)C(C#N)(C#N)[C@H](c3cccs3)C2C1 (stereo partly specified)
    i | i
- CC(NC(=O)C(=O)NCCc1c[nH]c2ccccc12)c1ccccc1 (stereo unspecified)
    i | i
- O=S(=O)(c1ccc(-n2cnnn2)cc1)N(C1CCCCC1)C1CCCCC1
    i | i
- Cc1cccc(C)c1NC(=O)COC(=O)c1cccnc1
    i | i
- C/C(=N/NC(=O)Cc1cccn1C)c1ccccc1
    i | i
- Cc1ccc2cc(C)c3nnc(SCC(=O)N4CCN(C(=O)c5ccco5)CC4)n3c2c1
    i | i
- COCCNC(=O)C(=O)NCC1OCCN1S(=O)(=O)c1ccc(F)cc1 (stereo unspecified)
    i | i
- CCc1ccc(OCC(=O)NC(=S)Nc2ccc(Br)c(C)n2)cc1
    i | i
- CC1(C)Cc2c(sc(NC(=O)C(=O)N3CCOCC3)c2C#N)CO1
    i | i
- CC(C)(C)c1ccc(S(=O)(=O)N2CCC(N3CCCCC3)CC2)cc1
    i | i
- COCCn1c(SCC(=O)Nc2ccccc2F)nc2c(c1=O)SCC2
    i | i
- CCOC(=O)c1sc(CS(=O)(=O)c2ccc(Cl)cc2)nc1C
    i | i
- CN(Cc1ccco1)C(=O)Cn1cc(S(=O)(=O)N2CCCC2)c(S(=O)(=O)N2CCCC2)c1
    i | i
- COc1ccc(OCC(=O)Nc2ccccc2N2CCN(C)CC2)cc1
    i | i
- CCCc1[nH]nc2c1C(c1ccc(O)cc1OCC)C(C#N)=C(N)O2 (stereo unspecified)
    i | i
- COc1ccc(C2CC(=O)C3=C(C2)Nc2ccccc2N(C(=O)C2CC2)C3c2cccnc2)cc1OC (stereo unspecified)
    i | i
- Cc1ccc2c(c1)C1CCCC3C1N2CC(=O)N3Cc1ccccc1 (stereo unspecified)
    i | i
- CC(C)C[C@H](NC(=O)CCn1nnc2ccccc2c1=O)C(=O)O
    i | i
- COc1ccc(-c2nnc(NC(=O)c3ccc(S(=O)(=O)N4CCCc5ccccc54)cc3)o2)cc1
    i | i
- CCOC(=O)C1=C(C)Nc2ncnn2C1c1ccccc1F (stereo unspecified)
    i | i
- COc1cc(C)c(C(=O)CSc2nnc(CNC(=O)c3ccco3)n2C)cc1C
    i | i
- COc1ccc(-c2cn3cc(Br)cnc3n2)cc1
    i | i
- CCCc1nnc(SCc2ccc(OCC)cc2)n1N
    i | i
- O=S(=O)(N/N=C/c1ccc(Cl)cc1)c1ccc(Cc2ncc(C(F)(F)F)cc2Cl)s1
    i | -6.2*
- COc1ccc(S(=O)(=O)NN(C)C(=O)c2nn(-c3ccccc3)ccc2=O)cc1
    i | i
- CC(C)c1cn(C2OC(COC(=O)c3ccccc3)C(OC(=O)c3ccccc3)C2OC(=O)c2ccccc2)c(=O)[nH]c1=O (stereo unspecified)
    i | i
- COc1ccc(S(=O)(=O)NCc2ccccc2)cc1
    i | i
